# CHT allo act – human CHT allosteric activation | Q9GZV3 | CHT-expressing cells, membrane potential dye, choline EC20; hits give high values; LV-AA mutant CHT in HEK293 cells | B-score at 10 µM | 310,000 tested, 0.49% active | AID 488977;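 active = initial fluorescence not abnormally high and integrated response B-score, plate-corrected, over 3 SD above library mean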
# Target sequence (Q9GZV3 whole entry, looked up): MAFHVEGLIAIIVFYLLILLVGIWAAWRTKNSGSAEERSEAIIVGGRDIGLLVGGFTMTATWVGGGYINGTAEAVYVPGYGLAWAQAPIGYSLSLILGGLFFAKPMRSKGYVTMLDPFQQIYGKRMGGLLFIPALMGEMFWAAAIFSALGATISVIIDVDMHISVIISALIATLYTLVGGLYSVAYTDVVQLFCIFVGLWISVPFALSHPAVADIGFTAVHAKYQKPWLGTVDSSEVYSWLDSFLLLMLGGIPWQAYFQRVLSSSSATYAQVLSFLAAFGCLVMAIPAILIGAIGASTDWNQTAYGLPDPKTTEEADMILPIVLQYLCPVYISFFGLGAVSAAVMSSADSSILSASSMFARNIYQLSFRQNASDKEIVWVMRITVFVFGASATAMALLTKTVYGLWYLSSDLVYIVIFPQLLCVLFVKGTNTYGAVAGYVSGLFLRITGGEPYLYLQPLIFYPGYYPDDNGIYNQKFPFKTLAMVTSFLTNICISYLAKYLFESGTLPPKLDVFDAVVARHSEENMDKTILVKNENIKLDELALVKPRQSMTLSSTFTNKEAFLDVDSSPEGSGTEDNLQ
# OX1R antag – blocks the human orexin 1 receptor | 330,000 tested, 0.43% active | CHO/OX1R cells, Fluo-8 calcium fluorescence, orexin A | inhibition, % at 5 µM | O43613;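 active = inhibition above its plate's threshold, mean inhibition of all tested compounds on the plate plus 3 SD, cut at about 37% in these data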;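 also: 0% = orexin A challenge wells and 100% = SB-334867-A antagonist wells; not every result past the cut was called active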
# Target sequence (O43613 whole entry, looked up): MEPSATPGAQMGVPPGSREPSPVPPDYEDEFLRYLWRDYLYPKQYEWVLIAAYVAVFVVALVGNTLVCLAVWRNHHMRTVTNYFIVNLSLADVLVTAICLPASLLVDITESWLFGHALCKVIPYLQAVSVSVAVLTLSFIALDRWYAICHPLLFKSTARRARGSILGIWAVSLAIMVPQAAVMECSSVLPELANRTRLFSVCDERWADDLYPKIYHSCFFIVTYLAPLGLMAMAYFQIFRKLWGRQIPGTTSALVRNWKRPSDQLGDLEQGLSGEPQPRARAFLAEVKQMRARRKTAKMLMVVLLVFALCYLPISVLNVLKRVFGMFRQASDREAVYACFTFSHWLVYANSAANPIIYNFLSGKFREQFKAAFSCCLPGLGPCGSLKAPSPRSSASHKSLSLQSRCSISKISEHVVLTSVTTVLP
# An asterisk follows results filed as active; i = inactive; x = not tested or not shown.
SMILES,CHT allo act,OX1R antag
CNC(=O)c1ccc(Nc2nnc(-c3ccc(O)cc3)c3ccccc23)cc1,i,12.6
CCOC(=O)c1nnn(-c2nonc2N)c1CN(CC)CC,i,-16.4
Cc1cc(-c2nc(C)c(-c3nnc(SCC(=O)Nc4ccccc4)n3C)s2)no1,i,-10.0
Cc1ccc(/C=C/c2ccc(=O)n(Cc3ccc(F)cc3)n2)cc1,i,13.4
CC(C)CNC(=O)C(=O)NCc1ccccn1,i,8.9
COC(=O)CCCC(=O)Nc1ccc(Cl)c(Cl)c1,i,-4.9
CCc1ccc(OCCCC(=O)Nc2ccc(S(=O)(=O)Nc3cc(C)nc(C)n3)cc2)cc1,i,-11.3
Cc1ccc(NC2=NCC(=O)N2c2ccc3c(c2)OCCO3)c(C)c1,i,-17.9
CC(C)CNS(=O)(=O)c1ccc(CCC(=O)Nc2ccc3c(c2)OCCO3)cc1,i,-14.0
Cc1ccccc1CN1CCN(Cc2cc3ccccc3o2)CC1CCO (centres undefined),i,-26.8
CSS(=O)(=O)c1cccc2cccnc12,i,-4.5
C#CCn1c(=NC(=O)c2ccc(Br)s2)sc2cccc(OC)c21,i,-25.7
Cc1cc(C)c(C)c(S(=O)(=O)Nc2ccc(O)cc2)c1C,i,-20.6
COc1cccc(NC(=O)C2CCCN2S(=O)(=O)c2ccc3c(c2)C(C)(C)C(=O)N3C)c1 (centres undefined),i,-22.7
O=C(CCc1ccccc1Cl)N1CCN(S(=O)(=O)c2ccccc2)CC1,x,-13.8
O=C(Nc1nc2ccccc2s1)c1cc2c(s1)-c1ccccc1OC2,i,-12.1
COc1ccc(O)c(C(=O)CC(=O)c2ccccc2C)c1,i,-40.6
COc1ccc(OC)c(-c2cc(C(=O)NC3CCCC3)c3ccccc3n2)c1,i,-23.4
Cc1cc(C)c2c(CN3CCCCC3C)cc(=O)oc2c1 (centres undefined),i,-18.9
O=C(c1ccc(-n2cncn2)c([N+](=O)[O-])c1)N1CCN(c2cccc(Cl)c2)CC1,i,-13.3

# Whole records, looked up by structure:
# `CC(C)CNC(=O)C(=O)NCc1ccccn1` is listed as CHT allo act: i; OX1R antag: 8.9
# `COC(=O)CCCC(=O)Nc1ccc(Cl)c(Cl)c1` is listed as CHT allo act: i; OX1R antag: -4.9
# `Cc1cc(C)c2c(CN3CCCCC3C)cc(=O)oc2c1` (centres undefined) is listed as CHT allo act: i; OX1R antag: -18.9

# Going on with the list.
SMILES,CHT allo act,OX1R antag
CCN(CC)C(=O)N1CCN(S(=O)(=O)c2ccccc2)CC1,i,-1.8
O=C1/C(=C/c2cccc(F)c2)CSc2sccc21,i,-17.1
O=c1c2cc3c(cc2[nH]c(=S)n1CCN1CCOCC1)OCO3,i,5.3
CCN(CC)C(=S)Nc1ccc(OC)cc1,i,-8.7
CCN(CC)C(=O)Cn1c(=O)n(-c2ccccc2)c(=O)n1CC(=O)N(CC)CC,i,-6.3
COc1ccc(C(C(=O)NC2CCCC2)N(Cc2cccnc2)C(=O)Cc2cccs2)c(OC)c1 (centres undefined),i,-21.5
COCc1ccc(CN2CCCC(CO)(Cc3cccc(OC)c3)C2)o1 (centres undefined),i,-12.8
COc1ccc(C(=O)Nc2ccc(NC(=O)C(C)C)nc2)cc1,i,2.9
CC(C)(C)NC(=O)C(c1ccccc1F)N(Cc1ccco1)C(=O)c1csnn1 (centres undefined),i,-9.2
CC(=O)Nc1ccc(S(=O)(=O)N2CCN(C(=O)c3ncoc3-c3cccc(F)c3)CC2)cc1,i,-4.2
CC(=O)Nc1ccc(Nc2ncc([N+](=O)[O-])c(Nc3ccc(NC(C)=O)cc3)n2)cc1,i,-15.3
CCOC(=O)C1(CCOc2ccccc2)CCN(Cc2ccc(COC)o2)CC1,i,-24.9
CCn1c2ccccc2c2cc(NC(=O)COc3ccccc3OC)ccc21,i,27.0
COC1CCN(C(=O)C2CCC(=O)N(C3CCCCCC3)C2)CC1 (centres undefined),i,-5.3
CCC1CCCCN1C(=O)NC(=O)c1ccccc1 (centres undefined),i,-9.5
CN=C(Nc1ccc(Cl)cc1)c1cccc(C(F)(F)F)c1,i,-2.4
Cc1c(C(=O)N2CCCCC2C)sc2nc3n(c(=O)c12)CCC3 (centres undefined),i,-14.0
CC(C)(C)C(=O)/C(=C\c1ccc([N+](=O)[O-])cc1)n1cncn1,i,14.1
CC(C)(C)c1cc2ncnc(N3CCCCC3)c2s1,i,-20.4
COc1ccccc1NC(=S)N=Nc1c(O)[nH]c2ccc(Br)cc12,i,-15.7
COc1ccc(-c2c(N)nnc3c2[nH]c2ccccc23)cc1OC,i,-16.9
Nc1cccc(Cl)c1N1CCOCC1,i,-6.9
COc1cc(C(CC(=O)N2CCN(c3ccccc3)CC2)c2c(OC)cc(OC)c3ccc(=O)oc23)cc(OC)c1OC (centres undefined),i,-29.4
Cc1ccc(NC(=O)COC(=O)CNC(=O)c2ccc(Br)cc2)c(C)c1,i,-15.7
Cc1c(/C=N/NC(N)=O)c2ccccn2c1C(=O)c1ccncc1,i,-4.8
Cc1ccc(C(=O)NNC(=O)c2n[nH]c(=O)c3ccccc23)cc1C,x,13.9
C=CCn1c(NCc2ccccc2)nc2ccccc21,i,-16.7
O=C(c1cc(COc2c(F)cccc2F)on1)N1CCC(c2ccccc2Cl)C1 (centres undefined),i,-33.0
COc1ccc(/C=C/C(=O)O)cc1S(=O)(=O)NCc1ccccc1,i,-3.4
Cc1nc(C(=O)O)cc2c1[nH]c1ccccc12,i,5.8
COc1ccc(-c2csc(-c3[nH]cnc3N)n2)cc1,i,-12.4
CCc1cc(C(=O)N2CCN(C(=O)c3ccco3)CC2)sc1C,i,-12.5
COCCn1c(SCC(=O)Nc2ccc3[nH]c(=O)[nH]c3c2)nc2ccccc2c1=O,i,-5.9
O=C(COC(=O)c1ccccc1NCc1ccco1)Nc1ccc2c(c1)OCO2,i,-7.0
CCN(CC(=O)Nc1ccc(OC)cc1)C(=O)c1ccc2c(c1)NC(=O)C(C)S2 (centres undefined),i,-14.7
COc1ccc(-c2cc(C(=O)Nc3c(C)n(C)n(-c4ccccc4)c3=O)c3ccccc3n2)c(OC)c1,i,-27.9
CSc1ccc(CCNC(=O)C2CCCN(S(=O)(=O)N3CCOCC3)C2)cc1 (centres undefined),i,-16.9
Cc1ccccc1C(=O)NC1CCN(Cc2nnnn2Cc2ccc(F)cc2)CC1,i,-19.0
O=C(c1ccc(Cl)c(Cl)c1)N1CCC(=O)N(C(COCc2cccc(Cl)c2)Cc2ccccc2)CC1 (centres undefined),i,-21.2
CC(NC(=O)C(=O)NN=C1CCCCCCC1)c1ccccc1 (centres undefined),i,-18.2
CCOC(=O)c1c(C)[nH]c(C(=O)OCc2ccccc2F)c1C,i,-38.2
COc1ccc(N(C)C(=O)Nc2ccc3c(c2)nnn3C)cc1,i,-5.3
O=C(Nc1cccc2cccnc12)c1ccccc1Cl,i,-26.9
O=C(CCCN1C(=O)/C(=C/c2ccccc2)SC1=S)N1CCOCC1,i,-10.9
Cc1cc(Cl)ccc1OCCCC(=O)NCC1CCCO1 (centres undefined),i,-17.2
CCN(CC(=O)Nc1c(F)cccc1F)C(=O)C1CC(=O)N(c2ccc3c(c2)OCCO3)C1 (centres undefined),i,-6.8
CCCCc1ccc(NC(=O)CC(C)C)cc1,i,-18.9
NC(=O)C1CCN(C(=O)c2cc(-c3ccc(Cl)s3)nc3ccccc23)CC1,x,-8.6
O=C(O)C1CCN(C(=O)c2ccc3c(c2)OCO3)CC1,i,7.5
CCCCOC(=O)CSCC(=O)Nc1cc(C)on1,i,-0.2

# Arranged by molecular weight (low to high): part of the list above.
SMILES,CHT allo act,OX1R antag
O=C(Nc1cccc2cccnc12)c1ccccc1Cl,i,-26.9
CCCCOC(=O)CSCC(=O)Nc1cc(C)on1,i,-0.2
COc1ccc(N(C)C(=O)Nc2ccc3c(c2)nnn3C)cc1,i,-5.3
Cc1cc(Cl)ccc1OCCCC(=O)NCC1CCCO1 (centres undefined),i,-17.2
CCOC(=O)c1c(C)[nH]c(C(=O)OCc2ccccc2F)c1C,i,-38.2
NC(=O)C1CCN(C(=O)c2cc(-c3ccc(Cl)s3)nc3ccccc23)CC1,x,-8.6
CCN(CC(=O)Nc1c(F)cccc1F)C(=O)C1CC(=O)N(c2ccc3c(c2)OCCO3)C1 (centres undefined),i,-6.8

# Next part:
SMILES,CHT allo act,OX1R antag
COC(=O)c1ccccc1NC(=O)CSc1nc(NC(=O)c2ccccc2)c2c(C)c(C)oc2n1,8.42*,-21.1
Cc1ccc(C(=O)N/C(=C\c2ccccc2)C(=O)NCc2ccncc2)cc1,i,-10.6
COc1ccc(-c2cnc(SCCNC(=O)c3ccc4c(c3)OCO4)[nH]2)cc1,i,-17.1
CCCNC(=O)Nc1ccc(C)cc1C,i,-13.4
Cc1ccc(N2CC(O)Cn3c2nc2c3c(=O)n(C)c(=O)n2C)cc1 (centres undefined),i,-21.0
OCCCn1c(CCNc2nc(-c3ccc(F)cc3)cs2)nc2cc(C(F)(F)F)ccc21,i,-24.6
CCCn1c(N)c(C(=O)CSc2ncc(C(F)(F)F)cc2Cl)c(=O)[nH]c1=O,i,-22.8
CCCCCCCC(=O)Nc1cc(C(=O)NCCC)ccc1N1CCC2(CC1)CC(c1ccccc1)=NO2,i,-39.3
CC(C)CNC(=O)[C@H](Cc1ccccc1)NC(=O)c1ccco1,i,-18.1
COc1ccc(NC(=O)c2cnc3sccn3c2=O)cc1,i,-1.3
O=[N+]([O-])c1cccc(-c2cn3ccccc3n2)c1,i,-3.2
CCOc1cc(/C=C(\C#N)C(=O)Nc2cccc(C(=O)O)c2)ccc1OCc1ccc(Br)cc1,i,-3.4
Cc1nn2c(NCCOCCO)c3c(nc2c1-c1ccccc1)CCCC3,i,-27.3
CCOC(=O)/C(C#N)=C/c1ccc(SC)cc1,i,15.1
O=C(CC1C(=O)NCCN1Cc1cccc(C(F)(F)F)c1)NCCCOc1cccnc1 (centres undefined),i,-11.7
Cc1nc(CC(=O)Nc2nccs2)cs1,i,-10.4
CCC(=O)Nc1nnc(Cc2ccccc2)s1,i,-2.3
O=S(=O)(NCc1ccccc1)c1ccc2c(c1)OCCO2,i,-14.4
COc1ccc(OC)c(NC(=O)CSc2nncc3ccc(OC)c(OC)c23)c1,i,8.4
COc1cccc(CNCCc2c[nH]c3ccccc23)c1OCc1ccccc1,i,10.1
O=S(=O)(c1ccccc1F)N1CCC(Oc2ccc(-n3cnnn3)cc2)CC1,i,4.1
Cc1ccccc1NC(=O)c1ccc(F)c(S(=O)(=O)N2CCCCC2)c1,i,-20.0
Brc1ccc(-c2nc(-c3ccccn3)no2)o1,i,-13.0
CCOC(=O)C1=CSC2=NS(=O)(=O)CCN12,i,-2.1
O=C(NC1CC2CCCC(C1)N2C(=O)Nc1ccccc1Cl)C1CC1 (centres undefined),i,-19.0
O=S1(=O)CCOCCCN1Cc1ccc(Cl)cc1,i,-14.2
O=C(CSc1ncn[nH]1)Nc1ccc2c(c1)OCCO2,i,-11.5
Cc1cc(C(=O)N/N=C/c2ccc3c(c2)OCO3)c(C)n1-c1ccc(F)cc1,i,-20.0
CNC(=S)Nc1ccccc1-c1ccccc1,i,-8.2
CCN(CC(=O)NCc1cccs1)C(=O)COc1ccc(C(C)=O)cc1,x,-6.8
O=C(COc1ccc(-c2ccccc2)cc1)NNC(=O)Nc1ccccc1,x,22.4
CC1CCC2C(=O)N(c3cccc(C(=O)Nc4ccccc4Cl)c3)C(=O)C2C1 (centres undefined),i,-17.1
COc1ccc(NC(=O)CN(C)C(=O)c2cccc(S(=O)(=O)N3CCCc4ccccc43)c2)cc1,i,-28.3
O=C(Nc1ccccc1)c1cccc(S(=O)(=O)Nc2ccccn2)c1,i,-18.3
CCOC(=O)c1cnc(SCc2ccccc2)nc1N,i,3.8
Cc1ccc(S(=O)(=O)NCCN2CCOCC2)s1,i,10.9
CC(NS(=O)(=O)c1cc(C(F)(F)F)ccc1Cl)C(=O)N(C)C1CCN(C)CC1 (centres undefined),x,-1.1
COc1cc(OC)cc(OCC(O)Cn2cnc3cc(C)c(C)cc32)c1 (centres undefined),i,-31.0
CC(C)N(C(=O)CSc1ncnc2sc(-c3ccccc3)cc12)C(C)C,i,-15.6
O=C(NCc1ccco1)c1ccc(COCC(F)(F)F)cc1,i,-6.1
O=C(CSc1n[nH]c(-c2ccncc2)n1)Nc1ccc(F)cc1,i,-12.9
COc1ccc(C2(C(=O)NCC3CCCO3)CCOCC2)cc1 (centres undefined),i,0.6
O=C(COc1ccc(S(=O)(=O)N2CCOCC2)cc1)Nc1ccc(Br)cc1,x,-9.0
N/C(=N\N=C\c1ccc2c(c1)OCO2)c1nonc1N,i,-10.2
CCN(CC)CCOC(=O)/C=C/c1ccccc1,i,2.8
Cc1ccc(NC(=O)/C(=C/C=C/c2ccccc2)NC(=O)c2ccccc2)cc1,i,-22.9
O=C(c1cccc([N+](=O)[O-])c1)N1CCN(Cc2ccccc2)CC1,i,-15.3
O=C1CCCN1CCC1CCCCN1Cc1nc(COc2ccccc2)no1 (centres undefined),i,-28.9
Cc1ccc(C(=O)Nc2ccc(CN3CCS(=O)(=O)CC3)cc2)cc1C,i,-18.3
COC(=O)c1sccc1NC(=S)Nc1ccccc1,i,-6.5
# The results go on:
SMILES,CHT allo act,OX1R antag
CSc1ccc(C2C(C#N)=C(N)Oc3c2ccc(=O)c2c(C)oc(C)c32)cc1 (centres undefined),i,19.1
O=C(COC(=O)c1ccc2ccccc2c1)Nc1ncc(C(F)(F)F)cc1Cl,i,-13.5
O=C(COC(=O)c1cc(=O)[nH]c2ccccc12)NC(=O)c1ccccc1,i,-6.2
COc1ccc(CN(CC2CCCO2)C(=O)CN2C(=O)COc3ccccc32)cc1OC (centres undefined),i,-8.1
CCn1c2ccccc2c2cc(NC(=O)c3ccc(Br)o3)ccc21,i,47.9*

# 2 entries drawn at random from the list so far, as already listed:
SMILES,CHT allo act,OX1R antag
COc1ccc(CN(CC2CCCO2)C(=O)CN2C(=O)COc3ccccc32)cc1OC (centres undefined),i,-8.1
O=C(COC(=O)c1ccc2ccccc2c1)Nc1ncc(C(F)(F)F)cc1Cl,i,-13.5

# Bioassay records deposited in PubChem by several laboratories.
